# From PubChem
# Tb MetRS inh – Trypanosoma brucei MetRS inhibition; purified T. brucei MetRS, ATP depletion, Kinase-Glo luminescence; hit rate 0.4% among 360,000; AID 624268; inhibition, % at 11.9 µM;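 active means inhibition above a per-plate cutoff of the control wells' mean inhibition plus 3 SD, cut at about 5.5% in these data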;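 further: 0% = DMSO wells median and 100% = median of wells with control inhibitor compound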
#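 Test system – parasite MetRS enzyme · Reagent – substrates ATP, L-methionine and bulk Escherichia coli tRNA · Doses – 11.9 µM compound single dose, 0.9% DMSO · Times – 15 min enzyme-compound preincubation, 2 h reaction, 10 min detection, 25 °C · Signal – Kinase-Glo luminescence, ATP depletion format · Controls – DMSO-only wells as low control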
# NadD block – NadD (S. aureus) enzyme inhibition; purified NadD enzyme, colorimetric absorbance read-out; inhibition, % at 20 µM; hit rate 0.78% among 360,000; AID 602399; in the data active means inhibition above about 26%; further: some compounds past the cut are filed as inactive
# STEP inh – blocks human striatal-enriched tyrosine phosphatase. recombinant STEP, OMFP fluorogenic substrate, fluorescence. inhibition, % at 20 µM. hit rate 0.25% among 360,000. AID 588621;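 active means inhibition at 20 µM, scaled per plate between control wells, above about 37%, limit read from the data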;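 further: 0% = DMSO with enzyme and substrate and 100% = substrate only without enzyme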
# Target sequence (P54829 whole entry, looked up): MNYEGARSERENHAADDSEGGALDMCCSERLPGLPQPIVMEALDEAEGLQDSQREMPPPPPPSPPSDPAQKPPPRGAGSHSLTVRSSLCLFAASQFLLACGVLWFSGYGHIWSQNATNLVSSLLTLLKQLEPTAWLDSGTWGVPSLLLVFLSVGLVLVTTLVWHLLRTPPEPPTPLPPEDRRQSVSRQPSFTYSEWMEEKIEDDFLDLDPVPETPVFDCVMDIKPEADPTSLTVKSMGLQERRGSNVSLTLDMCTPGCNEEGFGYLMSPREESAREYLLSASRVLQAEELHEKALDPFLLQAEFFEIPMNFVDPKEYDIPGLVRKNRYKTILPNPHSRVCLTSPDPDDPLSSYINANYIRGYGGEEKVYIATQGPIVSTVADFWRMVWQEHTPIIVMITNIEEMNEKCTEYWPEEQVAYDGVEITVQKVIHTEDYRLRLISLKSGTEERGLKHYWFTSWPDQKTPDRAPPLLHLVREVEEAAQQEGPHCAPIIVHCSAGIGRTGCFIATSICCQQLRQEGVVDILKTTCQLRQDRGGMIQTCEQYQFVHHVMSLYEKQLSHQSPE
#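 Measure: Control-normalized % inhibition with plate pattern correction | Test system: STEP phosphatase, cell-free reaction | Medium: pH 6.0 Bis-Tris with DTT and Tween 20 | Technique: Fluorescence, 480/540 nm | Times: Reaction 20 min, ambient temperature | Doses: Single compound dose of 20 µM, 1% DMSO final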
# Neddyl block – blocks human cullin neddylation; TR-FRET cullin neddylation, biochemical; calls only at 25 µM; hit rate 0.58% among 360,000; in the data active means inhibition above about 36%
# NRP1-CendR mod – NRP-1/CendR interaction modulation; FAM-RPARPAR peptide binding to NRP-1, fluorescence polarization; inhibition, % at 25 µM; hit rate 0.85% among 360,000; AID 602438;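 active means inhibition or corrected inhibition above about 18%, plus a signal ratio from 0.5 to 1.5, limit read from the data, passing the limit was not always enough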; further: strong numbers were not always called active
# SUMO1 PPI mod – alters human SUMO1 binding to SIM partners | AID 602429 | inhibition, % at 20 µM | hit rate 0.33% among 360,000 | SUMO1 binding to a labelled peptide, TR-FRET, 1 h | P63165; in the data active means inhibition above about 37%
# Target sequence (P63165 whole entry, looked up): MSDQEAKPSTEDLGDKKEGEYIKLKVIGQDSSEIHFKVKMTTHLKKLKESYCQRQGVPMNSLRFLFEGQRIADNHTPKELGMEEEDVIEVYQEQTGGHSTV
# Scp1 inh – Scp-1 (human) phosphatase inhibition. Q9GZU7. Recombinant Scp1, phosphopeptide, malachite green phosphate absorbance. inhibition, % at 20 µM. hit rate 0.88% among 340,000;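 active means inhibition above about 50% at 20 µM, limit read from the data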;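 further: plate controls were DMSO wells with enzyme for no effect and wells lacking enzyme for full effect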
# Target sequence (Q9GZU7 76-261 limits assumed): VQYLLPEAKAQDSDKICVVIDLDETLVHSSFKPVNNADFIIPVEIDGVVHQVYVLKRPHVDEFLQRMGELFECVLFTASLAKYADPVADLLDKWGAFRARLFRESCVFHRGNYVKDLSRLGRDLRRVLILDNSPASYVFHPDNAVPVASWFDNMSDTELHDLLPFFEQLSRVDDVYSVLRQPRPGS
#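 Test system: SCP-1 phosphatase catalytic domain, residues 76-261 | Compound dosing: One concentration, 20 µM, with 1.0% DMSO | Schedule: 45 min room-temperature reaction, 5 min colour, 30 min stabiliser | Detection: Absorbance at 630 nm | Read-out basis: % inhibition of SCP-1 phosphate liberation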
# DNMT1 inh – inhibitors of human DNMT1; P26358; hit rate 0.83% among 360,000; inhibition (reported as % activation of signal), % at 10 µM; DNMT1 molecular beacon, Hinp1I cleavage, fluorescence; in the data active means inhibition above about 50%
# LMPTP inh – blocks human LMPTP phosphatase; recombinant LMPTP-A, OMFP fluorogenic substrate, fluorescence intensity; inhibition, % at 20 µM; hit rate 0.22% among 360,000;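 active means compounds that cut the enzyme signal by at least half of the control window in the single-dose screen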;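 further: plate controls were DMSO wells with enzyme plus substrate for no effect and substrate without enzyme for full effect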
# Target sequence (P24666 whole entry, looked up): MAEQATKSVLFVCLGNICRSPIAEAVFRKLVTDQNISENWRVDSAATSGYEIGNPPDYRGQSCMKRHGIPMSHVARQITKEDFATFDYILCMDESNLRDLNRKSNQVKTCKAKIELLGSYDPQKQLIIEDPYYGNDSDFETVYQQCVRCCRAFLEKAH
#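 test system = LMPTP-A | amount = 0.625 nM LMPTP-A final | reagent = fluorogenic phosphatase substrate OMFP at 400 µM final | incubation = 50 min at room temperature | benchmarks = no-enzyme low control, uninhibited high control | medium = Bis-Tris pH 6.0, DTT, detergent | signal = fluorescence intensity of OMFP turnover product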
# SKN-1 block – C. elegans SKN-1 inhibition | AID 624304 | hit rate 0.49% among 360,000 | inhibition, % at 21.8 µM | C. elegans VP596 Pgst-4::GFP/RFP ratio, acrylamide-induced, 24 h;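 active means interference check ratio from 0.5 to 1.5 plus GFP to RFP signal ratio inhibition reaching or exceeding a fixed threshold, cut at about 30% in these data, passing the limit was not always enough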; further: some compounds called inactive have numbers as strong as hits
# Active calls of the source: *; i = inactive; . = not tested or not shown; + = active, no number.
SMILES	Tb MetRS inh	NadD block	STEP inh	Neddyl block	NRP1-CendR mod	SUMO1 PPI mod	Scp1 inh	DNMT1 inh	LMPTP inh	SKN-1 block
CSc1nc2[nH]ncc2c(=O)[nH]1	-1.9	0.5	0.7	i	-1.4	-3.2	4.4	5.5	-1.8	-2.3
CCOC(=O)CSc1nc2cc(C(=O)OC)ccc2c(=O)n1CCN1CCOCC1	-1.1	0.8	-0.3	i	-6.4	-1.7	-0.2	0.6	-0.5	-5.3
COc1cc2[nH]c3c(c2cc1OC)CCN1CCCC[C@@H]31	0.0	2.6	0.6	+	-28.7	1.6	1.4	-11.0	1.4	17.3
O=C(Nc1ccccc1N1CCOCC1)c1ccc([N+](=O)[O-])o1	-0.3	0.2	1.3	i	-3.6	-35.2	-7.1	0.0	-0.4	0.9
CNC(=O)C12CC3CC(C1)CC(c1ccc(C)cc1)(C3)C2	-0.5	-10.2	-0.5	i	-1.6	7.6	-11.7	-0.8	-0.7	0.7
COc1ccc(N(CC(=O)NC2CC3CCC2C3)S(=O)(=O)c2ccccc2)cc1Cl (stereo unspecified)	-0.4	-11.7	-0.3	i	7.4	-3.3	-17.3	1.0	0.5	-1.6
CCNC(=S)N/N=C/c1sc(N2CCCCC2)nc1-c1cccs1	-0.9	3.2	-0.2	.	-51.1	1.1	2.6	1.9	0.9	8.1
O=C(C1CCN(S(=O)(=O)c2cccc3nsnc23)CC1)N1CCn2c1nc1ccccc12	-0.1	6.2	1.6	i	-10.5	-23.9	11.9	-2.1	-0.9	1.0
c1ccc(CNc2nc3ccccc3[nH]2)cc1	25.7*	-1.7	0.3	i	9.1	1.5	-11.6	4.7	2.2	-2.1
CC(=O)N1CCc2cc(S(=O)(=O)CCC(=O)NCCc3ccccc3)ccc21	0.6	-0.6	1.1	i	2.8	1.9	-8.8	1.5	-0.2	-4.1
Cc1cc(C)n(C(=O)c2ccc([N+](=O)[O-])cc2N)n1	0.4	0.1	-0.8	i	9.8	-25.6	-9.3	-1.6	0.6	6.6
CC(C)(C)N1C(=O)c2ccccc2NC(=O)C1C(=O)NCc1ccco1 (stereo unspecified)	-0.1	.	.	i	-3.9	6.5	.	.	-0.7	16.8
CN1OC[C@@H]2CN(C(=O)C(C)(C)C)[C@H](c3cccc(-c4ccccc4)c3)C[C@@H]21	0.7	1.2	1.9	i	5.5	4.5	-8.3	7.5	-1.0	5.9
CCC(C)(C)NC(=O)CN(C(=O)c1snc(C(N)=O)c1N)c1ccc2nc(C)sc2c1	1.7	2.5	2.8	i	4.7	-14.9	-3.9	-5.3	0.1	-7.6
O=C(NCCC1=CCCCC1)C(c1ccccc1)c1ccccc1	-0.9	-0.5	1.9	i	16.2	1.0	-2.2	1.7	1.6	-6.2
COc1ccccc1CN1C(=O)[C@@H]2Cc3c([nH]c4ccccc34)C(C)(C)N2C1=O	0.4	-1.0	2.5	i	-6.5	4.5	-5.2	-7.1	2.3	12.6
Cc1oc2c(C)c3oc(=O)c(CCC(=O)N4CCC(C(=O)NCCC(=O)O)(c5ccccc5)CC4)c(C)c3cc2c1C	-0.2	1.2	1.2	.	3.7	13.1	-3.5	-0.4	2.2	30.7
O=C(Nc1cc(N2CCOCC2)ncn1)c1ccccc1	-1.7	-0.2	-5.2	i	17.4	-0.6	5.6	4.0	-1.0	-13.2
CC(C)(C)OC(=O)N[C@@H](Cc1ccccc1)C(=O)NCC1CCC(C(=O)O)CC1 (stereo partly specified)	-0.5	-3.5	-1.7	i	7.0	-0.4	-4.3	2.6	-1.6	-7.2
O=S(=O)(Nc1ncnc2sccc12)c1cccc(F)c1	-0.2	0.0	2.8	i	-38.4	15.2	13.2	9.6	3.6	8.3
COc1ccc(C2(C(F)(F)F)NC(=O)N(C)C(=O)N2C)cc1 (stereo unspecified)	-0.6	-3.3	1.2	i	9.2	-2.3	-4.1	4.7	-1.2	1.7
CS(=O)(=O)N(CC(=O)NCCSCc1ccccc1)c1ccccc1Cl	-1.6	-3.2	-0.3	i	1.7	6.0	-2.4	0.7	-1.4	2.8
COc1ccc(NC(=O)NCCCN2CCCCC2C)cc1 (stereo unspecified)	-0.4	2.4	1.4	i	-0.1	-0.9	-3.6	2.2	-1.5	-24.1
c1coc(-c2cnc3ccccc3n2)c1	0.4	-3.8	-3.0	i	-4.7	-17.8	.	-5.8	-0.3	20.5
COCCCNC(=O)/C=C/c1ccc(OCc2c(F)cccc2Cl)cc1	-0.5	8.3	-0.4	i	-12.7	-4.0	0.9	-2.7	0.2	14.3
COc1cc(C(=S)N2CCOCC2)ccc1OC(=O)c1ccc([N+](=O)[O-])cc1[N+](=O)[O-]	0.1	-4.4	2.3	i	-3.8	-26.7	-9.4	7.5	-0.2	6.7
Cc1ccc(NC(=S)N/N=C/c2c(C)[nH]c3ccccc23)cc1	0.2	13.8	-1.7	i	-55.5	-1.2	-1.4	-18.1	4.3	5.2
c1ccc2c(-c3nc4ccccc4[nH]3)cccc2c1	0.0	-3.3	-1.4	i	-0.6	3.6	.	0.4	-0.4	19.0
CCOC(=O)c1cc(N2CCCCC2)nc2ccccc12	0.1	2.0	0.9	.	3.7	-3.3	-7.6	2.5	1.1	6.4
CCC1(C)Cc2ccccc2-c2nc(NCCCO)n(-c3ccccc3)c(=O)c21 (stereo unspecified)	0.0	-1.7	-5.0	.	0.7	1.3	4.9	-6.4	0.0	12.5
CC(=O)Oc1ccc2c(=O)c(-c3ccccc3)c(C)oc2c1	0.0	-1.0	-4.2	.	6.8	-2.2	-7.1	1.4	-1.3	2.0
COc1ccc(OC)c(NC(=O)CSc2nc(O)cc(=O)n2CC(C)C)c1	-0.2	8.3	-1.1	i	-14.5	2.4	0.5	-0.4	0.8	5.8
O=C1/C(=C\c2ccccn2)SC(=S)N1Nc1ncc(C(F)(F)F)cc1Cl	-0.3	3.0	5.0	i	-2.2	-13.4	-6.5	-1.3	0.6	12.5
COc1ccc(C(=O)N[C@H](C(=O)NC2CCCCC2)C(C)C)cc1	-0.1	1.1	-1.2	i	-6.0	-1.7	-1.4	2.3	-1.0	9.2
Cc1ccc(S(=O)(=O)n2cccc2CO)cc1	-0.5	-3.1	-0.3	i	-3.5	-0.5	-10.3	-0.9	-1.3	-7.8
CSc1cccc(NC(=O)NNC(=O)C2CCN(S(=O)(=O)N(C)C)CC2)c1	0.1	-1.9	1.2	i	6.8	1.9	0.8	-0.5	-1.6	-14.2

# Laid out differently: entries from further up.
# Each structure is followed by: Tb MetRS inh	NadD block	STEP inh	Neddyl block	NRP1-CendR mod	SUMO1 PPI mod	Scp1 inh	DNMT1 inh	LMPTP inh	SKN-1 block
> COc1cc(C(=S)N2CCOCC2)ccc1OC(=O)c1ccc([N+](=O)[O-])cc1[N+](=O)[O-]
→ 0.1	-4.4	2.3	i	-3.8	-26.7	-9.4	7.5	-0.2	6.7
> Cc1ccc(NC(=S)N/N=C/c2c(C)[nH]c3ccccc23)cc1
→ 0.2	13.8	-1.7	i	-55.5	-1.2	-1.4	-18.1	4.3	5.2
> c1ccc2c(-c3nc4ccccc4[nH]3)cccc2c1
→ 0.0	-3.3	-1.4	i	-0.6	3.6	.	0.4	-0.4	19.0
> CCOC(=O)c1cc(N2CCCCC2)nc2ccccc12
→ 0.1	2.0	0.9	.	3.7	-3.3	-7.6	2.5	1.1	6.4
> CCC1(C)Cc2ccccc2-c2nc(NCCCO)n(-c3ccccc3)c(=O)c21 (stereo unspecified)
→ 0.0	-1.7	-5.0	.	0.7	1.3	4.9	-6.4	0.0	12.5
> CC(=O)Oc1ccc2c(=O)c(-c3ccccc3)c(C)oc2c1
→ 0.0	-1.0	-4.2	.	6.8	-2.2	-7.1	1.4	-1.3	2.0
> COc1ccc(OC)c(NC(=O)CSc2nc(O)cc(=O)n2CC(C)C)c1
→ -0.2	8.3	-1.1	i	-14.5	2.4	0.5	-0.4	0.8	5.8
> O=C1/C(=C\c2ccccn2)SC(=S)N1Nc1ncc(C(F)(F)F)cc1Cl
→ -0.3	3.0	5.0	i	-2.2	-13.4	-6.5	-1.3	0.6	12.5
> COc1ccc(C(=O)N[C@H](C(=O)NC2CCCCC2)C(C)C)cc1
→ -0.1	1.1	-1.2	i	-6.0	-1.7	-1.4	2.3	-1.0	9.2
> Cc1ccc(S(=O)(=O)n2cccc2CO)cc1
→ -0.5	-3.1	-0.3	i	-3.5	-0.5	-10.3	-0.9	-1.3	-7.8
> CSc1cccc(NC(=O)NNC(=O)C2CCN(S(=O)(=O)N(C)C)CC2)c1
→ 0.1	-1.9	1.2	i	6.8	1.9	0.8	-0.5	-1.6	-14.2

# Later entries
SMILES	Tb MetRS inh	NadD block	STEP inh	Neddyl block	NRP1-CendR mod	SUMO1 PPI mod	Scp1 inh	DNMT1 inh	LMPTP inh	SKN-1 block
CC1CCCC(NC(=O)CCn2c(=O)oc3ccccc32)C1C (stereo unspecified)	0.1	0.4	1.7	i	-0.9	-0.6	-4.3	-0.8	-1.2	-3.7
CN(C)/C=C/c1onc(-c2ccccc2Cl)c1C#N	-0.5	-1.4	1.4	i	-12.5	-9.8	-5.0	-0.5	1.0	14.5
COc1cccc(CN(C)C[C@H]2OCc3cnnn3CCCC(=O)N([C@@H](C)CO)C[C@@H]2C)c1	1.1	0.9	-0.3	i	-8.8	-1.2	.	3.4	-4.8	6.0
COCC(=O)N1CCC2CC1c1cc(Cl)ccc12 (stereo unspecified)	0.3	1.0	3.1	i	6.4	3.5	4.1	4.9	-1.1	3.8
CC(C)C1OC(c2cccc(NC(=O)c3cccs3)c2)OCC1(C)C (stereo unspecified)	-1.0	-5.7	4.0	i	-13.8	-1.9	-6.2	4.9	3.2	-1.3
O=C(Nc1cc(Cl)ccc1N1CCOCC1)c1ccc(Br)o1	-0.1	2.8	-1.4	i	5.5	4.5	-9.6	17.1	-1.6	-5.4
COc1cccc(C2C(C#N)=C(N)Oc3cc(C)oc(=O)c32)c1OC (stereo unspecified)	-0.3	-4.3	-2.4	i	2.4	5.2	7.7	-0.7	1.0	12.8
O=C(N/N=C1/CC2C=CCC12)c1ccco1 (stereo unspecified)	-0.3	-3.5	0.3	i	5.7	-0.6	-5.1	1.1	-0.3	6.0
O=C(c1ccccc1)c1cccc(NC(=O)c2ccc(Br)o2)c1	-0.3	-12.9	0.7	i	-10.9	0.9	-15.9	-0.1	0.2	-6.0
O=C(Nc1cccc(-c2csc(-c3ccccc3)n2)c1)c1cccs1	-0.2	-3.8	-3.0	i	0.1	-5.6	-16.2	-14.2	5.0	11.6
